Source: PubChem
TROY NFkB inh = inhibitors of TROY-dependent NF-kB signaling. AID 1347056. 0.98% of 360,000 active. inhibition, % at 10 µM. Q293 LMP1-TROYcd NF-kB luciferase reporter, 4 h;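 active means compounds whose plate-normalised and pattern-corrected inhibition of the luciferase reporter signal at the single screening dose is 50% or more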
NOD2 RIPK2 PPI = blocks binding of human NOD2 to RIPK2; O43353; CHO BLA complementation NOD2-RIPK2, CCF4 ratio; inhibition, % at 4.98 µM; 0.38% of 360,000 active; AID 624267; in the data active means inhibition above about 21%;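 further: 0% = vehicle only and 100% = reference blocker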
Target sequence (O43353 whole entry, looked up): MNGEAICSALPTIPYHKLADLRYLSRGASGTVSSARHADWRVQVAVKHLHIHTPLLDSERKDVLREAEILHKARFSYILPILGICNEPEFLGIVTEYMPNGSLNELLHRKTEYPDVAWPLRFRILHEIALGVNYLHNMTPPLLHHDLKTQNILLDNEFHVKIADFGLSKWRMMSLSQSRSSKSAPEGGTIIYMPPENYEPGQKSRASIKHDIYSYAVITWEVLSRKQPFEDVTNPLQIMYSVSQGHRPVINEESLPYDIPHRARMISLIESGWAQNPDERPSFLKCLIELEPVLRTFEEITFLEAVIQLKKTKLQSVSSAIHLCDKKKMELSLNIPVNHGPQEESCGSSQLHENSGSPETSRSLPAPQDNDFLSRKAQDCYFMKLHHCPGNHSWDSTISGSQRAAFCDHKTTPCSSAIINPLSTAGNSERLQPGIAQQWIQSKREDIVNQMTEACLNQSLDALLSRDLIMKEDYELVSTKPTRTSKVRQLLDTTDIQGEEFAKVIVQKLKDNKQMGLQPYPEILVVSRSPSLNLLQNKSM
LRH-1 inv ag = suppresses constitutive activity of human LRH-1 | HEK293T StAR-luciferase reporter, LRH-1 transfected, 24 h | inhibition, % at 3.6 µM | 0.13% of 360,000 active | O00482;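 active means inhibition above the mean inhibition of all tested compounds plus 3 SD, cut at about 73% in these data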;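 further: 0% = DMSO wells and 100% = reporter-only cells lacking LRH-1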
Target sequence (O00482 whole entry, looked up): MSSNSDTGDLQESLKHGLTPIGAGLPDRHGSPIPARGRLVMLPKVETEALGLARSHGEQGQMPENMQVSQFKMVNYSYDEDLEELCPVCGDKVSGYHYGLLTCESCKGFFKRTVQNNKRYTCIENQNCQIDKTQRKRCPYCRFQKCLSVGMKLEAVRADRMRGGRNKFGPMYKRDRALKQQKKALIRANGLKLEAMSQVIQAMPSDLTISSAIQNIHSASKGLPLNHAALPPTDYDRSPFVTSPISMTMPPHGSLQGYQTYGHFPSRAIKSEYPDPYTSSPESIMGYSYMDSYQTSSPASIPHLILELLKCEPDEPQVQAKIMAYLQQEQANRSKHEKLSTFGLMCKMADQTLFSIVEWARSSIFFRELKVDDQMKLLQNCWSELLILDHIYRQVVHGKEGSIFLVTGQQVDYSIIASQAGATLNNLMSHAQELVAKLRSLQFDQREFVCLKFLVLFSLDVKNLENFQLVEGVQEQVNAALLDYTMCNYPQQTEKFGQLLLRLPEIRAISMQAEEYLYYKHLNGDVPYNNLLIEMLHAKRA
SRC1 inh = human NCOA1 inhibition; Q15788; HEK293 GAL4-SRC1 luciferase reporter, luminescence; inhibition, % at 3.6 µM; 0.12% of 360,000 active; AID 588354;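 active means inhibition above the campaign mean plus 3 SD, with each screening campaign given its own cutoff, cut at about 60% in these data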;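 further: 0% = DMSO treated cells and 100% = gossypol at 36 µM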
TRAIL sens C8 = caspase-8 TRAIL sensitization; NB7+C8 cells + TRAIL, ATPlite viability luminescence; inhibition (viability loss, TRAIL sensitization), % at 10 µM; 1% of 360,000 active;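 active means compounds causing at least 50% loss of cell viability in the single-dose screen, relative to plate controls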
COUP-TFII inh = NR2F2 (human) inhibition, primary screen | P24468 | HEK293T NGFI-A luciferase reporter, luminescence | inhibition, % at 8.6 µM | 0.7% of 370,000 active | AID 686940;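 active means inhibition above a per-plate cutoff, mean inhibition of test wells between control levels plus 3 SD, cut at about 38% in these data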;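 further: cells cotransfected with COUP-TFII expression vector driving the NGFI-A reporter; 0% = median of COUP-TF2 test wells and 100% = reporter-only cells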
TWEAK-Fn14 inh = blocks TWEAK-Fn14 interaction in a reporter cell assay; 2% of 360,000 active; inhibition, % at 10 µM; TWEAK-stimulated Fn14 reporter cells, luciferase luminescence, 8 h; AID 1159606; in the data active means inhibition above about 50%
TLR9-MyD88 block = inhibitors of human TLR9-MyD88 binding; Q9NR96+Q99836; CHO BLA complementation TLR9-MyD88, CCF4 FRET ratio; inhibition, % at 4.98 µM; 0.21% of 340,000 active; AID 504734;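 active means inhibition above the mean over all tested compounds plus 3 SD, cut at about 21% in these data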;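 further: 0% = DMSO only wells and 100% = clavulanate BLA inhibitor control wells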
NCOA2 inhibitor = inhibits human steroid receptor coactivator 2. Q15596. inhibition, % at 9 µM. 0.17% of 370,000 active. HEK293 GAL4-SRC2 luciferase reporter, luminescence;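 active means inhibition above the mean inhibition of all tested compounds plus 3 SD, set per campaign, cut at about 52% in these data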;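 further: 0% = DMSO treated cells and 100% = cells given Gossypol at 36 µM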
LMP1 NFkB inh = reduces LMP1-driven NF-kappaB luciferase signal; LMP1-induced NF-kappaB luciferase reporter cells, luminescence; inhibition, % at 12.5 µM; 0.69% of 350,000 active; in the data active means inhibition above about 41%;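 further: 0% = neutral control wells and 100% = reference inhibitor control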
NCOA3 inh = human NCOA3 inhibition. HEK293 GAL4-SRC3 luciferase reporter, luminescence. inhibition, % at 3.6 µM. 0.17% of 360,000 active. AID 588352;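 active means inhibition above a per-campaign cutoff, the mean of all compounds plus 3 SD, cut at about 60% in these data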;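 further: 0% = DMSO-treated cells and 100% = gossypol-treated cells at 36 µM; higher means less SRC3-driven luciferase light from the GAL4 reporter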
* marks the source's active call; other numbers are inactive results; . = not tested or not shown. Not all compounds are listed; rates above refer to the full screens.

SMILES	TROY NFkB inh	NOD2 RIPK2 PPI	LRH-1 inv ag	SRC1 inh	TRAIL sens C8	COUP-TFII inh	TWEAK-Fn14 inh	TLR9-MyD88 block	NCOA2 inhibitor	LMP1 NFkB inh	NCOA3 inh
COC(=O)C1=CN(Cc2cccs2)C=C(C(=O)OC)C1c1cccc(OC)c1OC	-4	-14	-10	-6	-7	10	-17	-7	-15	-1	11
Cc1cccc2cc(CN(Cc3cccnc3)C(=O)c3ccncc3)c(=O)[nH]c12	-11	2	-7	-4	-6	17	12	-1	-12	-15	6
Cc1cc(Cl)ccc1OCCCC(=O)OCC(=O)Nc1cccc(S(N)(=O)=O)c1	4	-17	-1	7	-21	3	-30	-2	-38	4	13
CSc1ccccc1NC(=O)c1ccoc1C	-18	-5	10	-22	-5	6	0	7	8	-3	-15
O=C(CCSc1ccccc1)Nc1nnc(-c2cccs2)o1	16	-8	10	-10	-14	2	-28	-8	-14	3	18
COC(=O)c1sc2nc[nH]c(=O)c2c1C	20	7	4	7	0	17	-18	6	14	-5	10
O=C(N/N=C/c1cccs1)C(=O)N1CCCC1	-10	-13	5	0	-1	2	-14	-6	-11	2	5
Cc1ccc(C(=O)NC(=S)N2CCN(c3cc(C)ccc3C)CC2)cc1	6	11	-3	-3	-2	10	-7	7	2	6	-10
Cc1nc2c([nH]c3ccccc32)c(=O)n1N	-8	-1	2	-2	-6	-5	-25	.	-39	-24	-20
O=C(Nc1cnn(Cc2ccc(Cl)cc2Cl)c1)c1cc(-c2cccs2)on1	2	-4	2	5	-1	3	-57	-9	-8	5	1
O=C(c1ccc2c(=O)n(Cc3ccco3)c(=S)[nH]c2c1)N1CCN(c2ccccc2)CC1	-4	2	-8	-8	1	-19	17	7	-2	-10	1
CCc1ccccc1NC(=O)NCc1ccccn1	-17	-6	-3	-17	-17	-2	16	-3	20	6	3

The list goes on, starting with the last 5 of the part before.
SMILES	TROY NFkB inh	NOD2 RIPK2 PPI	LRH-1 inv ag	SRC1 inh	TRAIL sens C8	COUP-TFII inh	TWEAK-Fn14 inh	TLR9-MyD88 block	NCOA2 inhibitor	LMP1 NFkB inh	NCOA3 inh
Cc1ccc(C(=O)NC(=S)N2CCN(c3cc(C)ccc3C)CC2)cc1	6	11	-3	-3	-2	10	-7	7	2	6	-10
Cc1nc2c([nH]c3ccccc32)c(=O)n1N	-8	-1	2	-2	-6	-5	-25	.	-39	-24	-20
O=C(Nc1cnn(Cc2ccc(Cl)cc2Cl)c1)c1cc(-c2cccs2)on1	2	-4	2	5	-1	3	-57	-9	-8	5	1
O=C(c1ccc2c(=O)n(Cc3ccco3)c(=S)[nH]c2c1)N1CCN(c2ccccc2)CC1	-4	2	-8	-8	1	-19	17	7	-2	-10	1
CCc1ccccc1NC(=O)NCc1ccccn1	-17	-6	-3	-17	-17	-2	16	-3	20	6	3
O=C1NCCCC1C(=O)Nc1ccccn1 (centres undefined)	5	2	-15	-32	-8	-4	10	1	4	2	-16
N#Cc1cnn2c(=O)[nH]cnc12	6	0	-16	-8	-1	5	-26	1	-3	7	3
CC1(C(=O)O)CCCN(C(=O)c2ccc(F)cc2Cl)C1 (centres undefined)	-7	7	-10	-4	-13	-18	-4	.	-15	.	-8
COc1cc(NC(=O)c2ccc(-c3cccc(F)c3)o2)ccc1NC(=O)c1ccccc1Cl	-9	-12	-7	1	15	10	4	-3	3	1	-4
O=C(Cc1cccs1)Nc1nc2c(ccc3ccccc32)s1	-5	-7	-12	-7	-5	-2	50*	-5	-5	-4	-46
COc1ccc(C(CNC(=O)CCNS(=O)(=O)c2ccc(C)cc2)N2CCOCC2)cc1 (centres undefined)	-31	1	9	-7	-1	-3	19	-5	3	1	4
CCNC(=S)N/N=C/c1ccc(C#N)cc1	-3	-3	13	1	10	15	-6	-1	5	6	24
COc1ccc2[nH]c(O)c(N=NC(=O)c3ccc(NS(=O)(=O)c4cccs4)cc3)c2c1	-25	-3	-35	-41	17	-8	-42	-4	-11	-15	-27
O=C(Nn1cnnc1)c1ccc([N+](=O)[O-])cc1	-13	-7	-4	12	4	-4	9	2	-9	6	-2
CC(C)(C)S(=O)N1Cc2cc(CO)cc(CCO)c2[C@@H]1CCO (some centres undefined)	-17	-7	16	0	-19	0	0	1	-40	-2	9
N#Cc1ccccc1C[C@H](N)C(=O)NC[C@H]1O[C@@H](n2cnc3c(N)ncnc32)[C@H](O)[C@@H]1O	10	2	0	5	10	5	-11	.	16	.	18
CNC(=O)CSc1nc2cccnc2n1-c1ccc(F)cc1	8	3	15	-5	-8	10	5	-3	18	4	-8
CCN1C[C@@H]2[C@@H]3C(=O)N(C)C(=O)[C@@H]3[C@](Cc3ccccc3)(C1=O)N2C(=O)c1ccc(Cl)c(Cl)c1	17	-3	17	-21	-20	11	-10	-5	-1	0	2
Cc1nc(C(=O)NNC(=O)c2ccc(C(F)(F)F)cc2)cs1	-10	-3	-21	9	19	-22	-30	.	-2	.	7
Cc1ccc(C(=O)Cn2c(N3CCOCC3)nc3c2c(=O)n(C)c(=O)n3C)cc1	-11	-5	-10	-14	-1	-4	-4	-12	-1	6	7
CN(C(=O)CSc1nc2ccccc2c(=O)n1-c1ccc(F)cc1)C1CCS(=O)(=O)C1 (centres undefined)	0	1	3	-2	9	-1	14	10	-10	-3	-3
O=C(COC(=O)c1ccc([N+](=O)[O-])cc1)Nc1ccc(Cl)cn1	1	-6	-6	-5	-16	-12	-8	1	-12	-13	-6
CCOC(=O)c1cc(-c2cc(OC)c(OC)c(OC)c2)nc2c1c(=O)[nH]c(=O)n2Cc1ccccc1	-12	-10	-11	4	-10	10	23	2	-16	-14	1
CCCCCCNC(=O)O[C@H]1Cn2c(=O)n(CCCCCC)c(=O)n2[C@@H]2CN(S(=O)(=O)c3ccc(C)cc3)C[C@]12O	18	-5	6	-6	34	7	-7	2	22	-8	10
Cn1c(=O)c2c([nH]c(OCc3ccc(Cl)cc3Cl)[n+]2Cc2ccc(F)cc2)n(C)c1=O	-19	-9	2	11	10	-7	-13	-4	10	11	-6
CCCOc1ccc(N2CC(C(=O)NCCc3ccc(OC)c(OC)c3)CC2=O)cc1 (centres undefined)	-17	3	15	13	2	-10	0	5	-10	5	-13
c1cncc(CN2CCN(c3cc(-c4cnc5ccccc5c4)nc4ccnn34)CC2)c1	-32	-6	-1	1	-2	-14	-7	.	-6	.	-14
O=c1c2cccnc2n(-c2ccccc2)n1Cc1ccc(Cl)cc1	-12	-4	-12	9	-6	1	-18	3	-21	2	-2
CCOC(=O)CCNC(=O)c1ccc2nc(C3CCCCC3)oc2c1	-18	-9	-18	-26	-20	13	-14	-3	-23	-3	-1
CCCc1nc2nc(C)c(NS(=O)(=O)c3ccc(C4CCCCC4)cc3)c(=O)n2[nH]1	3	1	-7	4	-6	-5	-1	3	4	1	-5
C=CCSc1nnc(NC(=O)CCN2C(=O)C3CC=CCC3C2=O)s1 (centres undefined)	-18	-3	-28	-46	-27	-13	0	6	-6	-2	5
O=C(NCCCN1CCCC1=O)c1cccnc1	-6	-6	9	9	-4	7	3	0	1	-6	-1
COc1ccccc1NC(=O)COC(=O)C12CC3CC(CC(Br)(C3)C1)C2	-17	-2	10	-2	6	-5	-10	-12	2	-3	16
O=S(=O)(Nc1cccc(S(=O)(=O)N2CCCC2)c1)c1ccccc1F	-14	-9	-8	-18	4	-14	-10	5	-1	0	-9
COc1ccc(C)cc1S(=O)(=O)NCc1cccs1	13	8	-1	7	18	-7	-11	-1	-2	-6	0
COc1cc(/C=N/NC(=O)c2ccc([N+](=O)[O-])cc2Cl)cc(Br)c1O	-14	3	0	2	0	11	10	34*	-13	-4	20
N#Cc1cc(-c2ccccc2)cn(Cc2c(Cl)cccc2Cl)c1=O	-2	0	3	-25	-2	-19	8	-5	-17	7	0
CC(C)(C)NC(=O)CN(C(=O)CNC(=O)c1cccs1)c1ccccc1F	-12	-3	-11	-19	-8	0	-12	14	-10	-6	-6
Cc1ccc(-c2nc(Nc3cccc(O)c3)c3ccccc3n2)cc1	-2	-5	15	-10	26	-4	31	3	-7	-21	-8
O=C(Cn1cnc2cc([N+](=O)[O-])ccc2c1=O)Nc1ccc2c(c1)OCO2	5	4	-7	-29	0	-10	-4	0	0	1	1
O=C(c1ccco1)N1CCN(c2cccc(Cl)c2)CC1	-44	-9	-42	-21	6	-11	-14	9	-27	-4	-44
COc1ccc(Cl)cc1NC(=O)CN(C)C(=O)C12CC3CC(CC(Cl)(C3)C1)C2	30	1	-9	1	-1	17	-13	-2	15	-5	11
Cc1cccc(C)c1OCC(=O)Nc1ccccc1C(F)(F)F	-6	-9	5	0	0	-5	5	-11	-2	-4	4
Cc1nn(C(=O)CCCn2cc([N+](=O)[O-])cn2)c(C)c1Cl	18	-5	5	-3	-7	-1	2	-11	2	-1	7
Cn1cc(/C=C(\NC(=O)c2ccccc2Cl)C(=O)NCCN2CCOCC2)c2ccccc21	0	8	0	2	10	-5	-6	2	-15	8	-18
O=C(CCn1nnc2ccccc21)Nc1nnc(COc2ccc(F)cc2)s1	14	-3	8	-10	-2	3	4	-4	2	-1	10
CC1CN(C(=O)C(C)N2C(=O)c3ccccc3C2=O)CC(C)O1 (centres undefined)	-2	-5	8	-1	-11	-4	8	2	-5	-5	18
CN(C)CCNC(=O)CN1C(=O)CSc2ccc(S(=O)(=O)N3CCCCC3)cc21	-2	-7	9	-7	-15	-11	12	4	4	-1	8
C/C(Cl)=C/CN1C(=O)C2C3C=CC(C3)C2C1=O (centres undefined)	-2	4	11	16	-13	7	7	-3	2	-2	-13
O=C(NCc1ccccn1)C(=O)NN=C1CCCCCCC1	-9	3	10	0	1	26	-8	-5	28	-5	1

5 entries from above, reformatted:
Fields – TROY NFkB inh | NOD2 RIPK2 PPI | LRH-1 inv ag | SRC1 inh | TRAIL sens C8 | COUP-TFII inh | TWEAK-Fn14 inh | TLR9-MyD88 block | NCOA2 inhibitor | LMP1 NFkB inh | NCOA3 inh
O=C(CCSc1ccccc1)Nc1nnc(-c2cccs2)o1
    16 | -8 | 10 | -10 | -14 | 2 | -28 | -8 | -14 | 3 | 18
COC(=O)c1sc2nc[nH]c(=O)c2c1C
    20 | 7 | 4 | 7 | 0 | 17 | -18 | 6 | 14 | -5 | 10
O=C(N/N=C/c1cccs1)C(=O)N1CCCC1
    -10 | -13 | 5 | 0 | -1 | 2 | -14 | -6 | -11 | 2 | 5
Cc1ccc(C(=O)NC(=S)N2CCN(c3cc(C)ccc3C)CC2)cc1
    6 | 11 | -3 | -3 | -2 | 10 | -7 | 7 | 2 | 6 | -10
Cc1nc2c([nH]c3ccccc32)c(=O)n1N
    -8 | -1 | 2 | -2 | -6 | -5 | -25 | . | -39 | -24 | -20
